# EP2 antag: inhibitors of human EP2 prostaglandin E2 receptor; C6 glioma cells expressing human EP2, cAMP TR-FRET; cells stimulated with saturating PGE2; inhibition, % at 25 µM; hit rate 0.52% among 260,000;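 active = percent inhibition above 40 after rounding to a whole number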;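 note: rat C6 glioma host cells with rolipram phosphodiesterase inhibitor present; the protocol text gives 20 µM as final concentration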
# p97 ATPase inh: human p97 ATPase inhibition; recombinant p97 ATPase, Kinase-Glo ATP luminescence, 3 h; inhibition, % at 8 µM; hit rate 0.42% among 220,000; AID 1481; in the data active = inhibition above about 15%;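 note: 0% = DMSO vehicle and 100% = wells lacking enzyme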
# Target sequence (P55072 whole entry, looked up): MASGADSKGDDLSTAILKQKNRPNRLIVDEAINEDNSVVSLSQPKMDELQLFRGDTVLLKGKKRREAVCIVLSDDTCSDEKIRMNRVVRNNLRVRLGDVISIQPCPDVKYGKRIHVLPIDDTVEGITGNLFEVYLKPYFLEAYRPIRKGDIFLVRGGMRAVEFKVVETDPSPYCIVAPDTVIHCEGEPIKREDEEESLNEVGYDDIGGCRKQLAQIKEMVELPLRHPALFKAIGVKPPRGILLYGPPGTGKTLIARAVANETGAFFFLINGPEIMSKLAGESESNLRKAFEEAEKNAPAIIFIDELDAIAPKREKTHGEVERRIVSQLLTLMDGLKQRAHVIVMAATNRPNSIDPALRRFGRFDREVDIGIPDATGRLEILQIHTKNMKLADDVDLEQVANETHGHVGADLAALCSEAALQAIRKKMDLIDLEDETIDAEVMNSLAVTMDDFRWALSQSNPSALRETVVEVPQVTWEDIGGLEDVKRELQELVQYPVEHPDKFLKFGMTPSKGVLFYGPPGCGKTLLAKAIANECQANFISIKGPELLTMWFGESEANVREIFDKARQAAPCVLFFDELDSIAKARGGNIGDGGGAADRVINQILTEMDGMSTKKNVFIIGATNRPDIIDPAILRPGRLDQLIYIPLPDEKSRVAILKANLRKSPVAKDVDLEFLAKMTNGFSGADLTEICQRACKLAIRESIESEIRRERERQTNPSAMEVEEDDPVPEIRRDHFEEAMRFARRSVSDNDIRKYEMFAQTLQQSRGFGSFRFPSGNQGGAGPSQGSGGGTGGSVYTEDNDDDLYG
# BaF3 parental: reduces parental Ba/F3 cell viability, JAK2V617F counter-screen; inhibition, % at 5.6 µM; CellTiter-Glo ATP luminescence; hit rate 1.1% among 220,000; AID 1486;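 active = inhibition above a per-campaign cutoff, the mean inhibition of all tested compounds plus 3 SD, cut at about 27% in these data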;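 note: 0% = DMSO wells and 100% = JAK Inhibitor I control wells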
# Tb hexokinase: T. brucei hexokinase 1 inhibition. recombinant TbHK1, G6PDH-coupled NADH A340. inhibition, % at 10 µM. hit rate 0.11% among 220,000;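 active = inhibition of 50% or more in the single-dose primary screen; inactive = inhibition below 50%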
# Ba/F3 V617F tox: loss of viability in JAK2V617F-driven Ba/F3 cells. Ba/F3 EpoR-JAK2V617F viability, ATP luminescence. inhibition, % at 5.6 µM. hit rate 1.1% among 220,000. AID 1446;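 active = inhibition above the campaign mean plus 3 SD over all tested compounds, cut at about 24% in these data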;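 note: cytokine-independent growth of Ba/F3 cells driven by EpoR plus mutant JAK2; 0% = DMSO-treated cells and 100% = JAK inhibitor I control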
# NCF1 inh: blocks human p47phox regulatory protein of NADPH oxidases; hit rate 0.53% among 220,000; inhibition, % at 24.7 µM; P14598; AID 1274; p47phox/p22phox peptide binding, fluorescence polarization, 2 h;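 active = inhibition above about 30%, limit read from the data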;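 note: 0% = p47phox with labelled peptide and 100% = labelled peptide alone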
# RBBP9 inh: inhibitors of human serine hydrolase RBBP9; O75884; recombinant RBBP9, FP-Rh probe fluorescence polarization; inhibition, % at 7.94 µM; hit rate 0.2% among 220,000;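 active = inhibition above the campaign mean of all tested compounds plus 3 SD, cut at about 14% in these data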;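 note: plate controls were DMSO wells with RBBP9 for no effect and wells lacking RBBP9 protein for full effect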
# Target sequence (O75884 whole entry, looked up): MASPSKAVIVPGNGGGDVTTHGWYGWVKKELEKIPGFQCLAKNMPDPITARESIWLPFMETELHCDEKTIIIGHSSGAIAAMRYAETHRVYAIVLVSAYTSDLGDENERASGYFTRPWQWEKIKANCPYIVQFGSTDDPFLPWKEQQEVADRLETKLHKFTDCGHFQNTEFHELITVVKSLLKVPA
#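 system = RBBP9 protein | input = RBBP9 at 2.5 µM in dispensed solution, before mixing | measured by = fluorescence polarization (mP), excitation 525 nm, emission 598 nm | incubation = enzyme-compound preincubation 30 min, then probe labeling 45 min, 25 °C | buffer or medium = Tris-NaCl-Pluronic buffer, pH 8.0 | compound = single dose 7.94 µM | also added = FP-Rh probe, 375 nM dispensing solution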
# Furin inhibitor: blocks human furin protease activity. P09958. purified furin, fluorogenic substrate cleavage. inhibition, % at 30 µM. hit rate 0.061% among 220,000. AID 463115; in the data active = inhibition above about 25%; note: inactives centre near -15
# PPC-1+TRAIL kill: kills PPC-1 cancer cells in the presence of TRAIL | PPC-1 cells + TRAIL, ATPLite viability luminescence | cell killing (% activity), % at 4 µM | hit rate 0.41% among 220,000 | AID 1443;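 active = cell killing above 50% in the first pass at 4 µM, then a duplicate retest at 5 µM averaging 50% or more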;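 note: plate controls were cells with TRAIL plus DMSO for no effect and medium-only wells lacking cells for full effect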
# An asterisk follows results filed as active; x = no result given; & = joins results of further samples; [ ] = remark or other dose. This is a subset, so the mix of outcomes need not match the whole.
SMILES,EP2 antag,p97 ATPase inh,BaF3 parental,Tb hexokinase,Ba/F3 V617F tox,NCF1 inh,RBBP9 inh,Furin inhibitor,PPC-1+TRAIL kill
O=C(O)c1ccc(NS(=O)(=O)c2ccc3c(c2)C2C=CCC2C(c2ccccc2F)N3)cc1 (stereo not given),5,32*,1,14,2,2,-4,-20,11
O=C1CC(c2cccs2)Cc2nc(NC(=O)C3CC3)ncc21 (stereo not given),-2,-2,0,33,3,6,-8,-5,-4
Cn1ccnc1C(O)c1ccco1 (stereo not given),6,-4,-1,-8,-2,-3,-8,-22[20 µM],-2
CCS(=O)(=O)c1ccc2c(c1)N(S(C)(=O)=O)CC(C(=O)NCc1ccccc1OC)O2 (stereo not given),9,4,3,5,-3,-10,0,-17,-7
CCOC(=O)c1c(C)n(C)c2c(C)cc(O)c(OC(C)=O)c12,15,2,9,-9,0,-10,-8,-24[20 µM],18
C=CCSc1nc2ccccc2[nH]1,10,5,-2,4,-3,-1,0,-14,17
CC(C)CSc1nnc2c(n1)[nH]c1ccccc12,5,-2,5,-11,-2,-1,-7,-4[20 µM],10
O=C(Nc1cccnc1)c1ccccc1-c1nc(-c2ccccc2F)no1,6,2,3,-1,-4,-13,2,-27[20 µM],16
COc1ccc(S(=O)(=O)N(CCc2ccccc2)CC(N)=O)cc1,5,-3,0,5,5,-7,4,-5,-5
CCOC(=O)N1CCC(NC(=O)CS(=O)(=O)Cc2nc(-c3ccccc3C)oc2C)CC1,10,0,2,-6,-4,-1,-7,-20,1
Cc1ccc(N2C(=O)c3ccc(N)cc3C2=O)cc1C,15,3,-2,2,-1,-8,-3,-14,-4
CCS(=O)(=O)N1CCC(C(=O)NCCC2=CCCCC2)CC1,9,2,2,-3,-6,3,-4,-19,12
Cc1nonc1OCCNCc1c(C(=O)N(C)C)nc2ccc(Cl)cn12,5,0,5,7,4,-15,-6,-14,x
CCn1c(=O)c2cc(C(=O)N3CCN(C)CC3)sc2c2ccccc21,9,-7,3,-27,1,11,-3,-41,5
COc1cccc(-c2cc(C(=O)N3C(C)CCCC3C)no2)c1 (stereo not given),11,-9,5,-2,1,-22,2,-6[20 µM],28
O=C(COc1ccc([N+](=O)[O-])cc1)N/N=C/c1ccccn1,10,1,0,-15,3,12,-4,-19[20 µM],0
O=C1CCC(=O)N1OCCOc1ccc2c(c1)CCC2,12,4,4,7,-1,-3,0,-18[20 µM],4
Cc1ccc(NCC(=O)N/N=C/c2c[nH]c3ccccc23)cc1,8,5,4,-10,0,-5,11,-9,23
CC(=O)c1cccc(CN2CCN(C3CCCCC3)C(CCO)C2)c1 (stereo not given),9,6,3,-8,0,-4,0,4,0
CC(=O)Oc1cc(C(C)C)c(OCCN(C)C)cc1C,15&7,2,6,4,-3,-9,-3,-16,22
CC(C)C(=O)N(Cc1ccc(F)cc1)Cc1nc2ccccc2c(=O)[nH]1,6,1,7,9,-1,-4,-5,-19,20
CCC(=O)Nc1cc(-c2nn(C)c(=O)c3ccccc23)ccc1OC,7,4,4,3,-1,1,10,-23[20 µM],12
COc1ccc(N=C2NC(=O)/C(=C/c3ccco3)S2)cc1,11,5,-3,-10,-1,-37,-4,-13,19
COC(=O)c1ccc(COC(=O)c2ccccc2OC)cc1,12,1,3,-5,-2,0,0,-12,19
CC(=O)c1cccc(NC(=S)NC(=O)c2ccccc2Br)c1,4,4,5,-4,-1,-7,-4,-32,13
COCCNC(=O)C(C)OC(=O)c1nsc(Cl)c1Cl (stereo not given),7,0,4,-1,-1,-3,-8,-23[20 µM],12
Cc1nnc2sc(SCc3ccc(Cl)cc3)nn2c1=O,9,9,0,-5,-2,1,0,-9,-14
CC(Oc1ccccc1)C(=O)Nc1cccc(NC(=O)c2ccco2)c1 (stereo not given),6,-5,-1,0,4,-5,-7,0,12
NS(=O)(=O)c1ccc(Nc2ccc([N+](=O)[O-])c3nonc23)cc1,8,2,-4,-24,4,-125,7,-7,-18
Cc1ccc(S(=O)(=O)N2CCN(C(=O)N(c3ccccc3)c3ccccc3)CC2)cc1,5,1,3,-17,0,-9,-7,-20[20 µM],8
O=C(NCc1ccco1)c1cccs1,11,6,6,4,0,-6,-3,-21,11
COc1ccc(NC(=S)Nc2ccccn2)c(OC)c1,18,2,-1,0,-4,-12,-4,-7[20 µM],15
Cc1cccc(OCCCC(=O)O)c1,8,5,3,7,-5,-10,4,0[20 µM],4
CC(=O)c1ccc(N2CCN(C(=S)Nc3ccccc3)CC2)cc1,8,0,8,-9,-3,-26,-5,-8[20 µM],32
O=C(c1cccc(C(F)(F)F)c1)N1CCc2c([nH]c3ccccc23)C1C(F)(F)F (stereo not given),16,6,-2,-1,-5,-1,-11,-2,19
CS(=O)(=O)N(CC(=O)NCC1CCCO1)c1cc(Cl)c(Cl)cc1Cl (stereo not given),5,-2,-3,-4,-1,-6,-3,-26,5
O=C(NCC1CCCO1)C1CCC(=O)N1Cc1ccccc1Cl (stereo not given),13,4,2,1,1,-13,-5,-19,14
S=C(NCCN1CCOCC1)Nc1ccc(Cl)c(Cl)c1,2,-1,0,0,-1,-12,-3,-19,17
CC(=O)Nc1ccc(/C=C2/Sc3ccccc3C2=O)cc1,15,-2,3,-6,2,-50,-8,-14,x
C=CCCCCCCCC(=O)OC,22,-2,-6,1,2,0,-11,-6,6
CCC(C(=O)NC(C)(C)C)N(C(=O)c1ccc(Cl)nc1)C1CCCC1 (stereo not given),11,1,6,-3,-2,2,4,-25,14
CCOc1cc(C2C(C(=O)c3ccc(C)cc3)=C(C(=O)OC)Nc3nnnn32)ccc1O (stereo not given),14,-3,4,-9,-2,-13,-5,-4[20 µM],-3
Cc1c(NC(=O)CSc2nnc(COc3ccccc3)n2-c2ccccc2)c(=O)n(-c2ccccc2)n1C,5,0,5,-2,2,-13,0,-9,17
C#C[C@]1(O)CC[C@H]2[C@@H]3CCc4cc(O)ccc4[C@H]3CC[C@@]21C,16,1,2,-5,-2,-3,-10,-18,4
O=C(Nc1ccc(Cl)c(Cl)c1)N1CCSC1c1ccco1 (stereo not given),6,6,-2,7,-6,-16,-7,-22,-3
O=S(=O)(NCc1ccccc1Br)c1cccs1,8,3,2,8,-3,-8,-1,-21[20 µM],0
Cc1cccc(C(C)C)c1NC(=O)C1CN(S(=O)(=O)c2ccccc2)CCN1S(=O)(=O)c1ccccc1 (stereo not given),3,5,2,0,-1,21,-7,-10,-2
O=C(Nc1ccc(Cl)cc1)Nc1cccc2nsnc12,6,3,2,-13,-3,-47,-22,-32,34
Cc1ccc(S(=O)(=O)N2CCC(C(=O)OCC(=O)N3CCc4ccccc43)CC2)cc1,5,-1,3,2,-2,-13,-10,-29,0
CC(=O)c1cn(CCCCCCCn2cc(C(C)=O)c(=O)[nH]c2=O)c(=O)[nH]c1=O,8,0,5,-2,1,-16,-7,-19,6
N#CCC1c2ccccc2CCN1C(=O)Nc1ccc(C(F)(F)F)cc1 (stereo not given),11,2,0,4,-1,-7,-1,-8[20 µM],4
CCO[C@@H]1OC(C(=O)NCc2ccccc2)=C[C@H](c2coc3ccccc3c2=O)[C@H]1CCCO,x,6,1,2,1,-4,0,-24,13
CCCn1c(SCC(=O)Nc2ccccc2N2CCCCC2)nc2c1c(=O)n(C)c(=O)n2C,22&11,-8,1,1,0,-13,-13,-22,5
CCC(C)n1c(SCC(=O)NCCc2ccc(S(N)(=O)=O)cc2)nc2ccsc2c1=O (stereo not given),4,-2,2,-1,2,3,0,-13,12
O=C(COC(=O)c1ccccn1)Nc1c(Cl)cccc1Cl,10,4,6,3,-1,-2,-1,-16,2
COCCN1CCN(Cc2nc(C3(c4ccc(C)cc4)CCCC3)no2)CC1,3,-1,7,-18,2,2,4,-32,6
Cc1nn(-c2ccccc2)c(Cl)c1C(=O)N1CCN(C)CC1,5,1,0,-4,2,-16,-3,-22,-2
O=C(Cc1cccs1)NCCc1cn2ccccc2n1,7,6,1,-4,-5,-16,0,-33,10
COC(=O)c1c(NC(=O)CSc2nnc(CNc3ccc(Cl)cc3)o2)sc(C)c1C,8&5,-2,3,14,-1,-12,-8,-2[20 µM],-14
CCOC(=O)CCNC(=O)N1CCCC(CNS(=O)(=O)Cc2ccccc2)C1 (stereo not given),6,4,1,-4,-3,-13,-15,-25,4

# As a short view, 16 of the compounds above:
SMILES,EP2 antag,p97 ATPase inh,BaF3 parental,Tb hexokinase,Ba/F3 V617F tox,NCF1 inh,RBBP9 inh,Furin inhibitor,PPC-1+TRAIL kill
CCOc1cc(C2C(C(=O)c3ccc(C)cc3)=C(C(=O)OC)Nc3nnnn32)ccc1O (stereo not given),14,-3,4,-9,-2,-13,-5,-4[20 µM],-3
Cc1c(NC(=O)CSc2nnc(COc3ccccc3)n2-c2ccccc2)c(=O)n(-c2ccccc2)n1C,5,0,5,-2,2,-13,0,-9,17
C#C[C@]1(O)CC[C@H]2[C@@H]3CCc4cc(O)ccc4[C@H]3CC[C@@]21C,16,1,2,-5,-2,-3,-10,-18,4
O=C(Nc1ccc(Cl)c(Cl)c1)N1CCSC1c1ccco1 (stereo not given),6,6,-2,7,-6,-16,-7,-22,-3
O=S(=O)(NCc1ccccc1Br)c1cccs1,8,3,2,8,-3,-8,-1,-21[20 µM],0
Cc1cccc(C(C)C)c1NC(=O)C1CN(S(=O)(=O)c2ccccc2)CCN1S(=O)(=O)c1ccccc1 (stereo not given),3,5,2,0,-1,21,-7,-10,-2
O=C(Nc1ccc(Cl)cc1)Nc1cccc2nsnc12,6,3,2,-13,-3,-47,-22,-32,34
Cc1ccc(S(=O)(=O)N2CCC(C(=O)OCC(=O)N3CCc4ccccc43)CC2)cc1,5,-1,3,2,-2,-13,-10,-29,0
CC(=O)c1cn(CCCCCCCn2cc(C(C)=O)c(=O)[nH]c2=O)c(=O)[nH]c1=O,8,0,5,-2,1,-16,-7,-19,6
N#CCC1c2ccccc2CCN1C(=O)Nc1ccc(C(F)(F)F)cc1 (stereo not given),11,2,0,4,-1,-7,-1,-8[20 µM],4
CCO[C@@H]1OC(C(=O)NCc2ccccc2)=C[C@H](c2coc3ccccc3c2=O)[C@H]1CCCO,x,6,1,2,1,-4,0,-24,13
CCCn1c(SCC(=O)Nc2ccccc2N2CCCCC2)nc2c1c(=O)n(C)c(=O)n2C,22&11,-8,1,1,0,-13,-13,-22,5
CCC(C)n1c(SCC(=O)NCCc2ccc(S(N)(=O)=O)cc2)nc2ccsc2c1=O (stereo not given),4,-2,2,-1,2,3,0,-13,12
O=C(COC(=O)c1ccccn1)Nc1c(Cl)cccc1Cl,10,4,6,3,-1,-2,-1,-16,2
COCCN1CCN(Cc2nc(C3(c4ccc(C)cc4)CCCC3)no2)CC1,3,-1,7,-18,2,2,4,-32,6
Cc1nn(-c2ccccc2)c(Cl)c1C(=O)N1CCN(C)CC1,5,1,0,-4,2,-16,-3,-22,-2
